# Source: PubChem BioAssay (Center for Chemical Genomics, University of Michigan)
# Dicer inh: inhibitors of Dicer pre-microRNA processing, primary screen, biochemical, cat-ELCCA, chemiluminescence. AID 1347074, 2019. cat-ELCCA pre-miR-21 Dicer processing; hits give high values. z-score at 25 µM. 47,000 tested, 6% active. Endoribonuclease Dicer (Homo sapiens), Q9UPY3; in the data active = z-score above about 3, passing the limit was not always enough;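 also: plate controls were vehicle for no effect and no enzyme for full effect; higher signal means more uncleaved substrate so more Dicer inhibition; strong numbers were not always called active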
# Target sequence (Q9UPY3 whole entry, looked up): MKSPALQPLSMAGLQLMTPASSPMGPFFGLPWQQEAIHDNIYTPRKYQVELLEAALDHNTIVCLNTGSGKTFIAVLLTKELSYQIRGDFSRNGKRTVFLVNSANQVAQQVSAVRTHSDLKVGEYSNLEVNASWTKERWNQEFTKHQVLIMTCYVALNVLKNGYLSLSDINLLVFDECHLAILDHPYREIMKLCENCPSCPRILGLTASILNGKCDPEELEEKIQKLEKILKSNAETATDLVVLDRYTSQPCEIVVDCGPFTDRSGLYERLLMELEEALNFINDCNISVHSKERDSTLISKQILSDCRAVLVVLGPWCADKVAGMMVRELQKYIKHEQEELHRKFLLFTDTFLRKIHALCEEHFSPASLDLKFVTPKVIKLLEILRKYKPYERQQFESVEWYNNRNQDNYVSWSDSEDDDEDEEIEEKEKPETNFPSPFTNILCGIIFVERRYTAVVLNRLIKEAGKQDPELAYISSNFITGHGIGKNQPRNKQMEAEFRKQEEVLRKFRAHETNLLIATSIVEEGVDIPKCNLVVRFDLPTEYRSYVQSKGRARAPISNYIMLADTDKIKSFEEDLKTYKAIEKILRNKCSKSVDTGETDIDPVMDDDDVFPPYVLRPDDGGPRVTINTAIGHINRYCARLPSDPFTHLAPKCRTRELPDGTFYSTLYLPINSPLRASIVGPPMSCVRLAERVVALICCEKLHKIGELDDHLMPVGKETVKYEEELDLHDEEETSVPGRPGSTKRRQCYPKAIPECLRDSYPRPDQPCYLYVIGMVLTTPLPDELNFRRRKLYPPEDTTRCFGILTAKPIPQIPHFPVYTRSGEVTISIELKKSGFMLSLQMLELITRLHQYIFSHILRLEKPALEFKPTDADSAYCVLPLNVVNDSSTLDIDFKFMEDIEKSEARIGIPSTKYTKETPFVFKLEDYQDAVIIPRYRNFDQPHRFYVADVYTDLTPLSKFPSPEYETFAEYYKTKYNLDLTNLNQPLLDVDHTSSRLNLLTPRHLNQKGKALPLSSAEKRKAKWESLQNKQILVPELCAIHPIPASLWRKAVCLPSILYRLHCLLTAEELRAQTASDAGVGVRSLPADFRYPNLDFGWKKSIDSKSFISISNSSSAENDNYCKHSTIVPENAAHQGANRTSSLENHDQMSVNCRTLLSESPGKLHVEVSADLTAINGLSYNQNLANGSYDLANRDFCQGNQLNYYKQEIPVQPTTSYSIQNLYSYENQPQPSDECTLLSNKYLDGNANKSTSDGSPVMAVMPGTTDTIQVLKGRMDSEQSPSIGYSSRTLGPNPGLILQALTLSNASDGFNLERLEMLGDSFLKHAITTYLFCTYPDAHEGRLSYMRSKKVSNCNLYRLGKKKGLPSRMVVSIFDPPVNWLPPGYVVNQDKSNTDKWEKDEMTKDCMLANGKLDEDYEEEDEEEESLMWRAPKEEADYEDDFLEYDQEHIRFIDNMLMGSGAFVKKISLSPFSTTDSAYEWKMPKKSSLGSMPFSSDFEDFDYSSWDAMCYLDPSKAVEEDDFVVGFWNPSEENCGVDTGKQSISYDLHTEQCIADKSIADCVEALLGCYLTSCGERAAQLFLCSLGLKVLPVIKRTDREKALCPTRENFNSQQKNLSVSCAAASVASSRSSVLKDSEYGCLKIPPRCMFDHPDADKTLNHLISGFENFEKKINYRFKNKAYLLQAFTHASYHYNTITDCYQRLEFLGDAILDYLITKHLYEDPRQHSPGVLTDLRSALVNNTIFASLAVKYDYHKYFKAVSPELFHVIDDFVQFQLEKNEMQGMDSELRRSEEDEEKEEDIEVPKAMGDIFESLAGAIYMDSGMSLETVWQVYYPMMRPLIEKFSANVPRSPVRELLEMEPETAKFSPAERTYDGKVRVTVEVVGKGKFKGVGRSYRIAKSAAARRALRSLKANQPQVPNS
# Active calls of the source: *. An excerpt. The share of hits here may be higher or lower than overall.
SMILES,Dicer inh
O=C(Nc1nnc(C2CCCO2)s1)c1c(-c2ccccc2)c(-c2ccccc2)n[nH]c1=O (configuration not stated),0.09
Cc1c(S(=O)(=O)c2ccc(Cl)cc2)csc1C(=O)NN,-1.9
CCOC(=O)C1=C[C@]2(CC)CCCN3CCc4c(n1c1ccccc41)[C@@H]32,-0.77
c1ccc(-n2ncc3c(N4CCCCC4)ncnc32)cc1,-0.84
NS(=O)(=O)c1cc(Cl)c(Oc2ccc([N+](=O)[O-])cc2)c(Cl)c1,-0.22
S=c1[nH]nc(-c2ccc(Cl)cc2)n1-c1ccccc1,0.21
COc1ccc(/C(O)=C2\C(=O)C(=O)N(CCCN(C)C)C2c2ccc(C(C)(C)C)cc2)cc1 (configuration not stated),0.93
COC(=O)c1ccc(C(=O)OC)c(N2C(=O)CC(Sc3ccccc3N)C2=O)c1 (configuration not stated),2.4
CCCc1ccc(C(=O)NNc2ccc(C)cc2C)cc1,4.4*
CCCCCCNc1nc(C)nc2c1sc1nc3c(cc12)COC(C)(C)C3,0.21
COC(=O)c1cc(Br)c(Br)s1,-0.46
CSc1sc(C(=O)NNC(C)=O)c2c1C1(CCC2)SCCS1,0.88
COc1ccc(OC)c(C2CC(=O)NC(SC)=C2C#N)c1 (configuration not stated),0.89
CCN(C(=O)c1nn(C)cc1[N+](=O)[O-])c1ccccc1,-0.57
Cn1c(CSCc2nc(-c3ccccc3)cs2)nnc1SCC(=O)Nc1ccccc1,-2.5
Cc1ccc2c(Cl)c(C(=O)Nc3nc(C)c(C)s3)sc2c1,3.6*
Cn1ncc(Br)c1NC(=O)c1ccc(F)cc1Cl,-6.6
Cc1[nH]c2ccccc2c1C(=O)CN1CCN(c2ccccn2)CC1,1.5
CNC(=S)NNC(=O)c1c(C)nc2cc(C)ccn12,0.06
O=C1C2C3C=CC(O3)C2C(=O)N1OCc1c(F)cccc1Cl (configuration not stated),-1.1
CCOCCOC(=O)C1=C(C)NC2=C(C(=O)CC(C)(C)C2)C1c1cccc(Br)c1 (configuration not stated),-0.4
O=C(NNC(=NS(=O)(=O)c1ccccc1)NNC(=O)c1ccc(F)cc1)c1ccc(F)cc1,0.6
CC1=C(C(=O)OCC(C)C)C(c2cccc(F)c2)C2=C(CC(c3cccs3)CC2=O)N1 (configuration not stated),0.24
COc1ccc(OC)c(Sc2nc(C)c([N+](=O)[O-])c(C)c2C#N)c1,-10
O=C(CC1(O)C(=O)Nc2ccc(Br)cc21)c1ccccn1 (configuration not stated),-1
O=C(NCc1csc(-c2cccs2)n1)C1=Cc2ccccc2OC1,-1.6
Cc1ccc(N2C(=O)C3C4c5ccccc5C(C(=O)O)(c5ccccc54)C3C2=O)cc1Cl (configuration not stated),0.09
Cc1cc(C)nc(NS(=O)(=O)c2ccc(NC(=O)CSc3nc4c(cc3C#N)CCC4)cc2)n1,0.49
Oc1ccc(-n2nnnc2SCc2c(F)cccc2Cl)cc1,0.25
CN(C)CCNc1cc(-c2ccncc2)nc2ccccc12,-2.4
CC(=O)N[C@H](CCc1ccccc1)C(=O)O,1.5
O=C1CNC(=S)N1Cc1ccccn1,0.91
COc1nnc(-c2ccc(N3CCCCC3)c(N)c2)c2ccccc12,-0.62
CCOC(=O)c1nn(-c2ccccc2)c2nc(Nc3ccccc3)c(C(C)=O)c(=O)n12,-1.3
COC(=O)c1ccccc1S(=O)(=O)N1CCc2[nH]c3ccc(F)cc3c2C1,-1.2
O=C(NN(Cc1c(F)cccc1Cl)c1ccccc1)C(Cl)(Cl)Cl,-2
CN1C(=O)COc2ccc(-c3ccnc4cc(-c5ccc(Cl)cc5)nn34)cc21,-1.7
CCOc1ccc(-c2nc(C#N)c(N3CC(C)OC(C)C3)o2)cc1 (configuration not stated),0.5
N#Cc1ccccc1NS(=O)(=O)c1cccs1,-0.84
COc1ccc(N=Nc2c(O)ccc3ccccc23)cc1,3.4*
CCCCn1c2ccccc2c2nc3cc(OC)c(OC)cc3nc21,1
O=C(Nc1cccc(F)c1)c1c(O)c2ccccc2[nH]c1=O,0.7
Cn1nc(-c2ccccc2)cc1NC(=O)Nc1ccc(OC(F)(F)F)cc1,-0.35
COC(=O)Nc1cccc(NC(=O)OC)c1F,-0.35
c1ccc(-c2csc(NN=C3C4CC5CC(C4)CC3C5)n2)cc1,0.85
COc1ccc(C2C(C(=O)c3cc4ccccc4o3)=C(O)C(=O)N2CCN(C)C)cc1 (configuration not stated),-1.3
CCn1cc(C(=O)NNC(=S)Nc2ccc(Cl)cc2)c(=O)c2cc(C(F)(F)F)ccc21,0.46
Oc1ccccc1-c1nc(NC2CCCCC2)c2ccccc2n1,1.1
C=CCOc1ccc(C2c3c(oc4cc(C)c(C)cc4c3=O)C(=O)N2CCOC)cc1 (configuration not stated),0.02
COC(=O)c1sccc1Br,2.4
CC(C)NC(=S)N1CCCN2C(=O)c3ccccc3C21 (configuration not stated),-0.28
CC1=C(C(=O)OCC2CCCO2)C(c2ccccn2)C2=C(CC(C)(C)CC2=O)N1 (configuration not stated),1.6
Cc1ccc(C)c(Nc2n[nH]c(=S)s2)c1,4.6*
CSc1c(C#N)c(-c2cccs2)nn1CC(=O)N/N=C/c1cccs1,2.1
COc1ccccc1N1CCN(CC(C)N(C(=O)C2CCCCC2)c2ccccn2)CC1 (configuration not stated),5.8
CC12CN3CC(C)(CN(C1)C3c1ccccc1O)C2=O (configuration not stated),0.18
CC1=C(C(=O)OCC2CCCO2)C(c2ccccc2Cl)C2=C(CCCC2=O)N1 (configuration not stated),0.89
CCOC(=O)C1=C(C)Nc2nc3ccccc3n2C1c1ccc(OCC)cc1 (configuration not stated),-0.39
Cc1nn(C(=O)Nc2ccccc2)c(C)c1Cc1csc2ccc(Cl)cc12,-0.73
O=C(CC1(O)C(=O)N(Cc2ccccc2)c2ccc(Br)cc21)c1ccccn1 (configuration not stated),1.6

# Fetched by structure from the entries so far (3):
SMILES,Dicer inh
Oc1ccccc1-c1nc(NC2CCCCC2)c2ccccc2n1,1.1
O=C1C2C3C=CC(O3)C2C(=O)N1OCc1c(F)cccc1Cl (configuration not stated),-1.1
C=CCOc1ccc(C2c3c(oc4cc(C)c(C)cc4c3=O)C(=O)N2CCOC)cc1 (configuration not stated),0.02

# New compounds follow
SMILES,Dicer inh
Cn1nc(CC(=O)Nc2nncs2)c2ccccc2c1=O,-1.5
CCCS(=O)(=O)c1c(S(=O)(=O)CCC)c2ccc(C(N)=O)cn2c1C(=O)c1ccc(F)cc1,35
CN(C)Cc1ccc(CSCCNC(=O)Nc2ccc(OCc3ccccc3)cc2)o1,-0.63
CC(C)(C)c1ccc(CSCCNC2=CC(=O)CC(c3ccc4c(c3)OCO4)C2)cc1 (configuration not stated),0.73
Cc1cccc(OCc2nc(C#N)c(NCc3ccc4c(c3)OCO4)o2)c1,0.57
Cc1cc(C(=O)ONC(=O)c2ccco2)nn1-c1cc(Cl)ccc1Cl,-0.66
CC(C)Cc1nc2ccccc2n1C(C)C(=O)O (configuration not stated),1
Cc1ccc2c(c1)CCCN2CC(=O)Nc1ccc(Cl)cc1C(=O)NCc1cccs1,-0.31
COc1ccc(CN2C(=O)c3oc4ccccc4c(=O)c3C2c2cccc(O)c2)cc1 (configuration not stated),-0.77
Cc1ccc2c(c1)-c1c(cnc3cc(-c4ccc(F)cc4)nn13)CO2,-0.01
Oc1ccc(-c2csc(NCc3ccco3)n2)cc1,-1.1
N#C/C(=C\Nc1nccs1)S(=O)(=O)c1ccc(Cl)cc1,-1.8
CCOc1ccc(Nc2oc(COc3cccc(Cl)c3)nc2C#N)cc1,2.6
O=c1cc(-c2ccco2)oc2ccc(Cl)cc12,-0.73
O=C(NCc1ccccc1)NCc1ccccc1,3.6*
COc1cccc(C2C(C#N)=C3N=C(N)c4ccccc4N3C3=C2C(=O)CCC3)c1 (configuration not stated),1.9
COc1cc2c(cc1OC)C(C)N(C(=O)c1cc3c(C)cc(C)cc3[nH]1)CC2 (configuration not stated),-1.7
CCOC(=O)C(NC(=O)c1cccc(Cl)c1)(Nc1ccc(C)c(C)c1)C(F)(F)F (configuration not stated),2.3
C=C(C)c1cccc(C(C)(C)NC(=O)NCCc2ccc(S(N)(=O)=O)cc2)c1,3.9*
COc1cc([N+](=O)[O-])ccc1N1CCCC1,0.09

# As a short view, some entries already given.
SMILES,Dicer inh
O=C(NCc1ccccc1)NCc1ccccc1,3.6*
COc1cccc(C2C(C#N)=C3N=C(N)c4ccccc4N3C3=C2C(=O)CCC3)c1 (configuration not stated),1.9
COc1cc2c(cc1OC)C(C)N(C(=O)c1cc3c(C)cc(C)cc3[nH]1)CC2 (configuration not stated),-1.7

# The listing picks up, starting 5 compounds before the break.
SMILES,Dicer inh
COc1cccc(C2C(C#N)=C3N=C(N)c4ccccc4N3C3=C2C(=O)CCC3)c1 (configuration not stated),1.9
COc1cc2c(cc1OC)C(C)N(C(=O)c1cc3c(C)cc(C)cc3[nH]1)CC2 (configuration not stated),-1.7
CCOC(=O)C(NC(=O)c1cccc(Cl)c1)(Nc1ccc(C)c(C)c1)C(F)(F)F (configuration not stated),2.3
C=C(C)c1cccc(C(C)(C)NC(=O)NCCc2ccc(S(N)(=O)=O)cc2)c1,3.9*
COc1cc([N+](=O)[O-])ccc1N1CCCC1,0.09
CSC1=C(C#N)C(c2ccc(C)cc2)CC(=O)N1 (configuration not stated),-0.35
CCN(CC)CCSc1nc(O)c(C)c(=O)[nH]1,2.9
Clc1ccc(-c2nnc(CSc3nnc(SCC4CC4)s3)o2)cc1,-0.72
Cc1ccc(Cl)c(OCC(O)Cn2cnc3ccccc32)c1 (configuration not stated),0.51
COc1ccc(/C=C2\CN(C)C/C(=C\c3ccc(OC)cc3)C2=O)cc1,-0.55
Cc1c(C(=O)O)cc(-c2ccccc2)n1CCSCCO,-0.82
COC(=O)c1cc(S(=O)(=O)C(C)C)c(SC)s1,-0.71
CC1(C)[C@@H](OC(=O)CCC(=O)O)CC[C@]2(C)[C@H]3C(=O)C=C4[C@@H]5C[C@@](C)(C(=O)O)CC[C@]5(C)CC[C@@]4(C)[C@]3(C)CC[C@@H]12,0.42
CNC(=O)NC(=O)CSc1nnc(-c2ccc(Cl)cc2)o1,-0.64
CCCCC(=O)N1c2ccccc2NC2=C(C(=O)CC(C)(C)C2)C1c1cccs1 (configuration not stated),1
COc1ccc(S(=O)(=O)N2CCCN(S(=O)(=O)c3ccc(OC)cc3)CC2)cc1,-0.5
Cc1nnsc1C(=O)O/N=C(/N)COc1ccc(C2SCCS2)cc1,2.2
C#CCN1C(=O)C(=O)c2ccccc21,-1.5
CCOC(=O)c1[nH]c(C)c(CCC(=O)OC)c1C,-1.1
CSc1sc(C(=O)NNC(=O)c2ccc(Cl)cc2)cc1S(=O)(=O)C(C)C,2.4
c1ccc(-c2nnc(-c3ccccc3)c3nonc23)cc1,196
CCN(CC)CCCNc1nc(-c2ccc(Cl)cc2)nc2ccccc12,7.5
COc1cc(/C=N/n2cnc3c(sc(=S)n3C)c2=O)ccc1O,-1.7
Cn1cnc([N+](=O)[O-])c1N1CCN(c2ccc(C(F)(F)F)cn2)CC1,-3.1
Cc1nc(-c2c(Cl)cc(C(F)(F)F)cc2Cl)sc1C(=O)/C=C/N(C)C,-1.9
O=c1cc(CSc2ccc(Cl)cc2)[nH]n1-c1ccccc1,35
Cn1c(=O)c2c(nc(Oc3ccc(F)cc3)n2C)n(C)c1=O,-0.44
CC(=O)Nc1cc2c(s1)CCCC2,-3.4
CC1OCN(c2ccc(F)cc2)Cn2c1nc1ccccc12 (configuration not stated),1.5
CSc1nnc(-c2ccc(C)cc2)o1,0.94
O=C(O)c1ccc(Cl)cc1C(=O)O,0.71
CCOC(=O)c1c(C)n(C)c2c1cc(O)c1occ(C)c12,-0.04
CCOC(=O)CCSC1=NC(c2cccs2)C(C(=O)OCC)=C(C)N1 (configuration not stated),0.72
CN(C)CCS(C)(=O)=O,-0.94
CC1CN(C(C#N)c2c(F)cccc2Cl)CC(C)O1 (configuration not stated),-0.25
Fc1ccc(Cn2nnc3ccccc32)cc1,2.6
COc1cc(C2C(C(=O)OC3CCCCC3)=C(C)NC3=C2C(=O)CCC3)cc(Cl)c1O (configuration not stated),-0.17
CN1C(=O)C2(/C(=C(/O)c3ccc(F)cc3)C(=O)C(=O)N2CCN2CCOCC2)c2ccccc21 (configuration not stated),-0.71
CSc1sc(C(=O)O)cc1S(=O)(=O)C(C)C,-3.3
Cc1ccc(C)n1CCN1CCN(S(=O)(=O)c2cc(Br)c(Br)s2)CC1,1.6
Cc1cccc(/C=C/c2nn3c(-c4ccco4)nnc3s2)c1,3.4*
CC(C)n1c(NCCO)nc2ccccc21,-0.94
Cc1cc(NC(=O)CSc2nnc(-c3ccncc3)n2-c2ccccc2)n(-c2ccccc2)n1,2.4
COc1cc(CNCCSc2nnnn2C)ccc1OCc1ccc(Cl)cc1,0.32
Cc1cc(-c2ccccc2)[nH]c(=O)c1C#N,-1.7
COc1ccc(OC(C)c2nc(-c3ccc(Cl)cc3)no2)cc1 (configuration not stated),2.4
COC(=O)CNC(=O)CSc1ccccn1,-1.6
Cc1c(S(=O)(=O)Nc2ccc(Cl)cc2)sc2ccc(Cl)cc12,0.59
O=C(O)CSc1cccc2cccc(C(=O)O)c12,2.9
CN(C)n1cccc1/C=C(\C#N)S(C)(=O)=O,1.5
Cc1ccccc1Cn1c(SCc2nn[nH]n2)nc2c1c(=O)n(C)c(=O)n2C,3.5*
CC(C)NC(=O)CSc1nc2ccccc2[nH]1,-0.61
COc1cc(/C=N/Nc2nc3ccccc3s2)cc(OC)c1OC,3.5*
CC(C)n1c(C(F)(F)F)nc2cc(C(=O)N3CCC(O)CC3)ccc21,-0.06
Cc1ccc(C(=O)CC2(O)C(=O)N(CCc3ccccc3)c3ccc(Br)cc32)o1 (configuration not stated),2.5
NNC(=O)CSc1nc2cccnc2s1,-0.21
O=C(OCc1ccc2c(c1)OCO2)OCc1ccc2c(c1)OCO2,-0.25
CN(C)C(=S)Nc1ccc(Br)c(Cl)c1,0.05
CCOC(=O)c1cc(-c2ccc(Cl)cc2)oc1/C=N/OC(=O)c1ccccc1,-0.99

# Shown as labelled records: part of the list above
Compound: CN(C)C(=S)Nc1ccc(Br)c(Cl)c1
  Dicer inh: 0.05

Compound: CCOC(=O)c1cc(-c2ccc(Cl)cc2)oc1/C=N/OC(=O)c1ccccc1
  Dicer inh: -0.99
